FAS TE block: blocks the thioesterase domain of human fatty acid synthase | P49327 | recombinant FAS-TE, OMFH fluorogenic substrate, fluorescence endpoint | inhibition, % at 15 µM | 0.67% of 360,000 active | AID 602261;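 active = compounds whose normalised, plate-corrected inhibition of enzyme fluorescence in the single-dose primary screen is 50% or more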;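 note: 0% = DMSO with enzyme and 100% = substrate without enzyme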
Target sequence (P49327 whole entry, looked up, the tested form may be a part): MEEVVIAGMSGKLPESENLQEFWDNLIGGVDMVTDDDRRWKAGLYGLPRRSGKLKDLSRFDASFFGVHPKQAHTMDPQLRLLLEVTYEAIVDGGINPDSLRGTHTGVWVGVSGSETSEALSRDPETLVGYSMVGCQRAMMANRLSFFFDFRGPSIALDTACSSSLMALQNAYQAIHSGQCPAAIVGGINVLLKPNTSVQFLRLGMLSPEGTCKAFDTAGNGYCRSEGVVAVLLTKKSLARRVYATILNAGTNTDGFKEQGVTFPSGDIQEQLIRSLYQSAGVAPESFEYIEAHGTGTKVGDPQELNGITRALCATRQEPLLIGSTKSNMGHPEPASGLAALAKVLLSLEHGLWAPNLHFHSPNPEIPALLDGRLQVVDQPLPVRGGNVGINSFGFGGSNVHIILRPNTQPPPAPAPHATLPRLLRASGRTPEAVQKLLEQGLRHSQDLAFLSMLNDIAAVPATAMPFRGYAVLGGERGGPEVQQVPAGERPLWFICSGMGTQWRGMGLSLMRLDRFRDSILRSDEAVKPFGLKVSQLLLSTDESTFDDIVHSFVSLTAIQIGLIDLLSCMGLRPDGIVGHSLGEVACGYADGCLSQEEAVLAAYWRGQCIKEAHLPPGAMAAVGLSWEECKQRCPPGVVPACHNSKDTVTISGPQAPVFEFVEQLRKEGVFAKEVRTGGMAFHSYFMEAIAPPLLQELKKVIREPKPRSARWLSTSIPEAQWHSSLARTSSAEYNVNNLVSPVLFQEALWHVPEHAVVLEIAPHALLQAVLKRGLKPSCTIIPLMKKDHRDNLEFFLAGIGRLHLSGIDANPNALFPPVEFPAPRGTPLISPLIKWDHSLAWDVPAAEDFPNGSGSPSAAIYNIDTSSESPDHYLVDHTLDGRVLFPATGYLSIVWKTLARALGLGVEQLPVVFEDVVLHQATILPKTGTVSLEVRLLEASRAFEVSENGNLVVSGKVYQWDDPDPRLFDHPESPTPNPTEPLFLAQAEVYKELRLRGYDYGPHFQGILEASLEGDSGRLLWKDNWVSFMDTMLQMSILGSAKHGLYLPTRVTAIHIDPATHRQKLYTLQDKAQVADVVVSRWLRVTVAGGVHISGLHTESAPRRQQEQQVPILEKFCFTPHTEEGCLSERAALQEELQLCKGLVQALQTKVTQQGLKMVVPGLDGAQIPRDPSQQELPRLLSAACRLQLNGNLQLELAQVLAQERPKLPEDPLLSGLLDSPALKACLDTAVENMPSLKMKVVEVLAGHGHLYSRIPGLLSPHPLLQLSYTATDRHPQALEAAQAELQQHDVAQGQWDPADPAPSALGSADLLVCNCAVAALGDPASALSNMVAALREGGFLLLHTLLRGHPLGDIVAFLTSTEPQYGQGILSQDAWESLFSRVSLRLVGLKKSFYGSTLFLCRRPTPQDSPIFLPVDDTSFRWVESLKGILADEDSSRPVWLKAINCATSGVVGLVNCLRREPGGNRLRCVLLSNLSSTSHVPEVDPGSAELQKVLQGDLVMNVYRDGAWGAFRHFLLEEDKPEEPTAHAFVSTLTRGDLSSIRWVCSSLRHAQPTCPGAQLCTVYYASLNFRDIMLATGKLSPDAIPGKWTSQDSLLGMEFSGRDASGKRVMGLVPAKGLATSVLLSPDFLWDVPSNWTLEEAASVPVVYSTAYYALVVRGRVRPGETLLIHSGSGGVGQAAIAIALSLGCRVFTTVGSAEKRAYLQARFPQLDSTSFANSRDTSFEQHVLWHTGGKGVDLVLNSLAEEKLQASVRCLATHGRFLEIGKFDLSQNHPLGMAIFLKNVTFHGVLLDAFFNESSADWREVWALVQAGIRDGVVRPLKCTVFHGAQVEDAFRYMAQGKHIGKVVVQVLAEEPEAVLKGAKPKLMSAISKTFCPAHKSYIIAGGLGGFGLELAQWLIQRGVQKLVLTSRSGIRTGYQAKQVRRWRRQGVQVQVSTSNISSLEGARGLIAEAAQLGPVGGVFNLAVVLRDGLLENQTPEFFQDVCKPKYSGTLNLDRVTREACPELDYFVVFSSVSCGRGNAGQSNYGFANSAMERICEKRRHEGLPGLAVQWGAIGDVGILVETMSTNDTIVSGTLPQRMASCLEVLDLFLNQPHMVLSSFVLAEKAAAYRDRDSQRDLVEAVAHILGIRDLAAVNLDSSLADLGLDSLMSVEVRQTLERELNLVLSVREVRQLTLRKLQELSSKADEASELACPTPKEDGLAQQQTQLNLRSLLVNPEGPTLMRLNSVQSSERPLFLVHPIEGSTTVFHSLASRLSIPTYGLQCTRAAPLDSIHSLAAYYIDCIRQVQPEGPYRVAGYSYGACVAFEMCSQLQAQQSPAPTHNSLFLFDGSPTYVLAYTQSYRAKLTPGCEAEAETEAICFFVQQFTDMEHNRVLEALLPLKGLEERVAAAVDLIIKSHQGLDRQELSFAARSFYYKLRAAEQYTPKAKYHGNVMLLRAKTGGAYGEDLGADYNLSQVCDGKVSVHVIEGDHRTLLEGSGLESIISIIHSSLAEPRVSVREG
MsrA inhibitor: inhibits bovine methionine sulfoxide reductase A. 0.75% of 360,000 active. purified bovine MsrA, absorbance read-out. inhibition, % at 15.5 µM. AID 651718; in the data active = inhibition above about 4.5%;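 note: 0% = vehicle wells with enzyme and 100% = reference inhibitor wells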
PABP1 MLLE inh: blocks PAM2 peptide binding to the PABP1 MLLE domain | inhibition, % at 20 µM | 0.36% of 360,000 active | P11940 | GST-MLLE / FITC-PAM2 fluorescence polarization | AID 588489; in the data active = inhibition above about 35%, passing the limit was not always enough;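 note: plate controls were DMSO wells with GST-MLLE for no effect and wells lacking GST-MLLE protein for full effect; some results filed as inactive read as strong as hits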
CSN inh: inhibitors of human CSN-mediated cullin deneddylation; Purified CSN, SCF-Nedd8-OG deneddylation, fluorescence polarization; Q92905; inhibition, % at 12.5 µM; AID 651999; 0.38% of 360,000 active;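 active = pattern-corrected inhibition above about 35%, with an unprinted fluorescence ratio check between 0.5 and 1.5, limit read from the data, passing the limit was not always enough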;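 note: 0% = enzyme with substrate and 100% = substrate without enzyme; some results filed as inactive read as strong as hits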
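Material: purified human Csn5 enzyme expressed in HEK293T cells / Medium: Tris buffer pH 7.5, NaCl, DTT, Tween-20, trehalose, ovalbumin / Compound dosing: 12.5 µM single point / Schedule: 90 min incubation of compound, enzyme and substrate at room temperature / Signal: fluorescence polarization of the substrate / Control set: no-enzyme wells high, enzyme-with-substrate wells low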
Rin1-Abl PPI inh: human Rin1-Abl interaction inhibition; P00519+Q13671; TR-FRET Rin1/Abl binding, biochemical; inhibition, % at 7.35 µM; 0.4% of 360,000 active; AID 588664; in the data active = inhibition above about 5%, passing the limit was not always enough
MT1-MMP act inh: inhibitors of human MT1-MMP activation; P50281; HT1080 RFP-PRO-GFP cells, GFP/RFP ratio fluorescence, overnight; percent of plate control window, DMSO zero; GFP/RFP ratio change, % at 20 µM; 0.061% of 360,000 active;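 active = GFP/RFP ratio change of at least 30% with cell ATP level not reduced by more than half and red fluorescence within 50% of control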; note: strong numbers were not always called active
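Read-out: GFP/RFP fluorescence ratio; Test system: RFP-PRO-GFP reporter HT1080 cells; Compound dosing: single-point 20 µM compound, 1% DMSO; Times: overnight compound exposure at 37 °C.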
Rpn11 block: Rpn11 (human) deubiquitinase inhibition; AID 588493; 0.59% of 360,000 active; calls only at 20 µM; O00487; human 26S proteasome, Ub4-pepOG fluorescence polarization; 20S core pre-blocked with epoxomicin;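 active = inhibition at 20 µM, scaled to each plate's controls, above about 33%, limit read from the data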
MsrA act: activates bovine MsrA enzyme | purified bovine MsrA, absorbance read-out | activation, % at 10.6 µM | 0.3% of 360,000 active; in the data active = activation above about 7.5%;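 note: 0% = vehicle and 100% = reference activator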
E coli Lon inh: inhibits E. coli Lon protease; P0A9M0; purified E. coli Lon protease, fluorescence polarization; inhibition, % at 7.94 µM; 0.42% of 360,000 active; AID 602123; in the data active = inhibition above about 13%, passing the limit was not always enough;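 note: 0% = enzyme with probe and DMSO and 100% = no enzyme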
An asterisk follows results filed as active; i = inactive. Compounds were not picked by outcome; about 3.7% have a hit in one of these screens.

Start of the data: the first 6 entries, to show the layout:
SMILES | FAS TE block | MsrA inhibitor | PABP1 MLLE inh | CSN inh | Rin1-Abl PPI inh | MT1-MMP act inh | Rpn11 block | MsrA act | E coli Lon inh
CC1(C(=O)NS(=O)(=O)c2cccc(F)c2)CCN1C(=O)Cc1ccc(-c2ccccc2)cc1 (configuration not stated) | -9 | -0.6 | -5 | -1 | 0 | 3 | i | 3 | 7
CCOc1ccccc1-n1nnnc1SCC(=O)Nc1cc2oc3ccccc3c2cc1OC | 38 | 0.6 | -49 | 3 | 3 | -6 | i | -1 | -9
Cc1cccc(NC(=O)N2CCCCCC2)c1C | -4 | -0.3 | 6 | -3 | 2 | 1 | i | -4 | -9
COc1ccc(C2C(C#N)=C(N)Oc3c2oc(CO)cc3=O)cc1 (configuration not stated) | -4 | -0.5 | 12 | 0 | 0 | -3 | i | -11 | 11
N/C(=N\OC(=O)/C=C/c1ccccc1)c1cccnc1 | -7 | 2.4 | -9 | 0 | 4 | 3 | i | -4 | 0
Cc1cccc(C)c1NC(=O)CCCN1CC(C)OC(C)C1 (configuration not stated) | -6 | 0.9 | -6 | 4 | -1 | -1 | i | 2 | -6

The list itself (from the top)
SMILES | FAS TE block | MsrA inhibitor | PABP1 MLLE inh | CSN inh | Rin1-Abl PPI inh | MT1-MMP act inh | Rpn11 block | MsrA act | E coli Lon inh
CC1(C(=O)NS(=O)(=O)c2cccc(F)c2)CCN1C(=O)Cc1ccc(-c2ccccc2)cc1 (configuration not stated) | -9 | -0.6 | -5 | -1 | 0 | 3 | i | 3 | 7
CCOc1ccccc1-n1nnnc1SCC(=O)Nc1cc2oc3ccccc3c2cc1OC | 38 | 0.6 | -49 | 3 | 3 | -6 | i | -1 | -9
Cc1cccc(NC(=O)N2CCCCCC2)c1C | -4 | -0.3 | 6 | -3 | 2 | 1 | i | -4 | -9
COc1ccc(C2C(C#N)=C(N)Oc3c2oc(CO)cc3=O)cc1 (configuration not stated) | -4 | -0.5 | 12 | 0 | 0 | -3 | i | -11 | 11
N/C(=N\OC(=O)/C=C/c1ccccc1)c1cccnc1 | -7 | 2.4 | -9 | 0 | 4 | 3 | i | -4 | 0
Cc1cccc(C)c1NC(=O)CCCN1CC(C)OC(C)C1 (configuration not stated) | -6 | 0.9 | -6 | 4 | -1 | -1 | i | 2 | -6
COC(=O)Cn1c(=O)c2c(nc3n2CC(C)CN3CCc2ccccc2)n(C)c1=O (configuration not stated) | -1 | 1.4 | 4 | -4 | 0 | 3 | i | 0 | -5
COCCN(CC(=O)Nc1cccc(C)c1C)C(=O)Cn1cnc2ccccc2c1=O | -2 | 2.5 | -31 | -1 | 1 | 0 | i | -3 | -4
C/C(=N\S(=O)(=O)c1ccc(C)cc1)NC(=S)Nc1ccc(C)cc1 | 31 | 1.5 | 28 | -5 | 2 | -1 | i | -2 | 3
CC(NC(=O)c1ccc(Br)cc1)c1ccc2c(c1)CCCC2 (configuration not stated) | 21 | 0.8 | -19 | 3 | 0 | -1 | i | -3 | -1
CCC(=O)NCc1cc(-c2nn(C)c(=O)c3ccccc23)ccc1OC | -2 | 0.8 | 2 | 6 | 1 | -1 | i | -1 | 8
O=S(=O)(c1ccccc1)C(/C=N\O)/C=C/c1ccccc1 (configuration not stated) | -29 | -0.3 | 4 | 4 | 6 | -1 | i | -8 | -7
COc1cccc(C(=O)CC(=O)C(=O)Nc2ccc([N+](=O)[O-])cc2C)c1 | 9 | 2.1 | 5 | 0 | -3 | -3 | i | -4 | 1
O=C1CCC(C(=O)OCc2nnc(-c3ccccc3)o2)=NN1 | -5 | -0.4 | -7 | -2 | -1 | 3 | i | -5 | 1
COc1ccc(C(=O)CNc2ccc(C)cc2C)cc1 | 22 | 0.0 | -3 | -1 | 0 | -2 | i | -5 | -4
Cc1cccc(NC(=O)c2ccccc2NC(=O)C2CCCCC2)c1C | 17 | 1.2 | -5 | 6 | 1 | -1 | i | -9 | -6
O=C(NCC1CCCO1)c1nn2c(C(F)(F)F)cc(-c3ccc(Br)o3)nc2c1Br (configuration not stated) | 0 | 0.1 | 6 | 4 | -1 | -6 | i | -3 | 2
CCC(C(=O)NC(C)CCc1ccco1)n1nc(C)n2c(cc3occc32)c1=O (configuration not stated) | -1 | 0.2 | -3 | -6 | 0 | -4 | i | -3 | -2
CCOc1ccc(NC(=O)C2CCN(S(C)(=O)=O)CC2)cc1 | -6 | -0.6 | -4 | 1 | -1 | 0 | i | -10 | 0
CCC(C)(C)NC(=O)C(c1ccc(C)cc1)N(Cc1ccco1)C(=O)CCC(=O)Nc1nccs1 (configuration not stated) | 1 | 0.2 | -1 | 1 | 1 | -4 | i | -11 | -8
O=C(N[C@@H]1c2ccccc2CC[C@@H]1OCc1ccccc1)c1ccc(C(F)(F)F)cc1 | 0 | -1.3 | 20 | 0 | -3 | 1 | i | -1 | -3
COc1ccc(C)cc1NC(=O)c1sc2ncnc(N3CCN(c4ccccn4)CC3)c2c1C | 31 | 0.1 | 1 | 2 | 3 | 3 | i | -5 | 0
COc1cc(Br)c(CC(=O)NC2CC2)cc1OC | -1 | -0.1 | 10 | -2 | 3 | -2 | i | -3 | 1
O=C(CN(Cc1ccccc1F)S(=O)(=O)c1ccc(Cl)cc1)NCC1CCCO1 (configuration not stated) | 0 | -0.3 | -4 | 2 | 1 | 0 | i | -2 | -8
COc1ccc(C(=O)Nc2ccccc2C(=O)Nc2ccncc2)cc1 | 0 | 0.6 | -8 | -1 | 4 | -13 | i | 3 | 4
COc1ccc(C2C(C(C)=O)=C(C)N=c3s/c(=C\c4ccco4)c(=O)n32)c(OC)c1 (configuration not stated) | 8 | 0.4 | -95 | 11 | -1 | 0 | i | -12 | -3
COc1cc(/C=C2/C(=N)N3C(SC)=NSC3=NC2=O)ccc1OC(=O)c1ccco1 | -3 | -0.2 | -29 | 29 | 0 | 0 | i | -2 | -37
Clc1ccc(-c2nc3ccccn3c2CN2CCCCC2)cc1 | 4 | -1.1 | -7 | -4 | 3 | -4 | i | -10 | 1
O=C1CSC(c2ccccc2)N1Cc1ccccn1 (configuration not stated) | -1 | -1.8 | 9 | 0 | 3 | 0 | i | -4 | -5
CCc1nc2sc(C)c(C)c2c(=O)n1CCO | -5 | 0.0 | -18 | -2 | 0 | 7 | i | -1 | -6
CSCCC(NS(=O)(=O)c1ccccc1F)C(=O)N1CCCCCC1 (configuration not stated) | -5 | -0.8 | -1 | 4 | 2 | -4 | i | -8 | -8
Cc1cc(C)c2c(=N)c3ccccc3n(CCCCCCCCn3c4ccccc4c(=N)c4c(C)cc(C)nc43)c2n1 | -29 | 3.0 | -14 | 96 | -2 | 0 | i | -6 | -4
CNC(=O)c1ccccc1NC(=O)c1ccc(C)c(S(=O)(=O)N2CCCCC2)c1 | 16 | 0.6 | -6 | 3 | 4 | 6 | i | 0 | -3
O=C(CNS(=O)(=O)/C=C/c1ccccc1)OC1CCOC1=O (configuration not stated) | -6 | 0.2 | 2 | 2 | 2 | 1 | i | -6 | -8
O=C(NCC1CCCCC1)C1CCC(=O)N(CCc2cccc(F)c2)C1 (configuration not stated) | -4 | -1.1 | -5 | -5 | 0 | 3 | i | -1 | -8
CN(Cc1ccco1)C(=O)c1ccc(CNS(=O)(=O)c2ccc3c(c2)C(C)(C)C(=O)N3C)cc1 | -13 | -0.7 | 13 | -3 | 5 | -3 | i | -7 | -9
CCOc1cc(/C=N/NC(N)=O)cc(Br)c1OCC(=O)Nc1cccc2ccccc12 | 11 | 2.2 | -15 | 1 | -4 | -7 | i | -1 | -7
Cc1nn(Cc2ccccc2)c(C)c1/C=N/NC(=O)CNc1cccc(C(F)(F)F)c1 | 12 | 0.4 | -4 | -2 | 3 | 0 | i | -7 | -4
CC(C)C(NC(=O)c1ccccc1)c1nnc(SCC(=O)NC2CCCC2)n1C (configuration not stated) | -5 | 0.9 | 1 | 3 | 0 | 2 | i | -4 | 4
Cc1cnc(NCCc2ccccc2)s1 | -8 | 1.1 | -14 | 4 | 0 | -4 | i | -6 | 1
CCn1ncc([N+](=O)[O-])c1C(=O)Nc1c(C)cccc1C | -5 | 14* | 10 | 1 | -1 | -3 | i | -4 | -5
COc1cccc(-c2ccc(NC(=O)C3CCCN(CCCn4nc(C)cc4C)C3)cc2)c1 (configuration not stated) | -2 | 0.7 | -6 | -2 | 8 | 0 | i | -2 | -7
c1ccc(-c2nc(NCc3ccco3)c3ccccc3n2)nc1 | -4 | 0.9 | 3 | -1 | -1 | 8 | i | 0 | 2
COc1ccc(S(=O)(=O)N(CC(=O)NC(C)C)Cc2ccccc2)cc1 | -1 | 0.3 | -6 | -1 | 1 | 5 | i | -7 | -2
CC1(c2ccccc2)NC(=O)N(CCN2C(=O)c3ccccc3C2=O)C1=O (configuration not stated) | -6 | -0.2 | -14 | 2 | -6 | 1 | i | -2 | -2
CCCCCCc1cc2cc(C(=O)NC)c(=N)oc2cc1O | -104 | 0.0 | 178 | -22 | -1 | -19 | i | 0 | -14
COCCN(C(=O)CSc1nnc(-c2ccccc2F)n1C)c1c(N)n(Cc2ccccc2)c(=O)[nH]c1=O | 0 | 0.3 | -2 | 1 | 4 | 0 | i | -4 | 5
CCN(CC)CCOC(=O)c1ccc(NC(=O)CCCN2C(=O)/C(=C\c3cccs3)SC2=S)cc1 | 3 | -0.3 | -50 | 14 | -5 | 0 | i | -6 | -50
COc1ccc(N(CC(=O)NCCSc2ccccc2)S(=O)(=O)c2ccccc2)cc1 | 16 | -1.3 | 8 | 0 | 4 | -2 | i | -5 | 1
O=C(NCC(c1ccco1)N1CCc2ccccc2C1)c1ccc(F)cc1 (configuration not stated) | 5 | -0.3 | 2 | 0 | -1 | -1 | i | -5 | -8
CC(C)c1ccc(NC(=O)CSc2nc(=O)n(CCN3CCOCC3)c3c2CCC3)cc1 | -2 | -0.8 | 7 | -1 | 1 | 6 | i | -5 | -11
O=C(CCNS(=O)(=O)c1ccc(Br)cc1)NC1CCC(O)CC1 (configuration not stated) | -2 | -0.3 | -8 | -2 | -1 | 3 | i | -6 | 10
COc1ccccc1/C=C/C=N/n1c(-c2ccncc2)n[nH]c1=S | -6 | 0.8 | -28 | 4 | -3 | 0 | i | -4 | 28
O=C(NCCO)c1cccc2c1C(=O)c1ccccc1-2 | -11 | 0.5 | 2 | -1 | -4 | 1 | i | -1 | 2
Cc1cccc(-c2nnc(NC(=O)c3cccs3)s2)c1 | -6 | 0.6 | -3 | -4 | 2 | 4 | i | -1 | -3
O=C(C1Cc2ccccc2CN1S(=O)(=O)c1ccccc1[N+](=O)[O-])N1CCOCC1 (configuration not stated) | -1 | 1.1 | 14 | 5 | 1 | -3 | i | -2 | 9
O=C(Nc1ccc(Br)cn1)c1cccc(-c2cc3ccccc3oc2=O)c1 | -4 | 1.5 | -2 | -8 | -4 | 0 | i | -9 | -8
CCN1CC(CN(C)Cc2cn(-c3cccc(C)c3)nc2-c2cccc(F)c2)CC1=O (configuration not stated) | 19 | 0.6 | 9 | 8 | -2 | 1 | i | -3 | -2
